Shiga inhibitor – A qHTS for Small Molecule Inhibitors of Shiga Toxin. actives 9.2% (n = 290,000). inhibition, % at 38.7 µM. Vero cells, Shiga toxin protein synthesis inhibition reporter. AID 2315, 2010; in the data active = inhibition mostly above about 28%, no sharp cut-off; inactive = mostly below about 43%; note: 0% is about no effect
Pf growth 48h – Primary qHTS for delayed death inhibitors of the malarial parasite plastid, 48 hour incubation. AID 504832, 2011. P. falciparum luciferase growth in erythrocytes, 48 h. Potency, µM (top dose mostly 28.7 µM), inactives show at the top dose activity change, negative = inhibition, most hits filed as inhibitors. actives 5.9% (n = 310,000); note: potency is the fitted concentration of half-maximal effect; % is set by controls: 0 for no effect and ±100 for the full control effect
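Cell-based growth assay: transgenic P. falciparum expressing firefly luciferase, cultured in red cells within RPMI 1640 containing 0.5% w/v Albumax, 24 mM bicarbonate and gentamycin. A drop in luciferase activity indicates inhibition.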
Cycloheximide cs – Cycloheximide Counterscreen for Small Molecule Inhibitors of Shiga Toxin; max response, %; actives 12% (n = 300,000); cell reporter, cycloheximide protein synthesis inhibition counterscreen; in the data active = max response mostly above about 13%, no sharp cut-off; inactive = mostly below about 14%; note: read at 38.3 µM for the half of the compounds with a filed dose; 0% is about no effect
Pf growth 96h – Primary qHTS for delayed death inhibitors of the malarial parasite plastid, 96 hour incubation | P. falciparum luciferase reporter growth, 96 h | actives 6.9% (n = 320,000) | AID 504834, 2011 | Potency, µM (titrated, usually from 28.7 µM), for inactives: at the top dose activity change, negative = inhibition, actives largely listed as inhibitors; note: potency is the fitted concentration of half-maximal effect; % is set by controls: 0 for no effect and ±100 for the full control effect
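Two parasite generations (96 h, 37 C, 5% CO2) of compound exposure in infected erythrocytes (0.05% parasitemia, 2% hematocrit). Luciferase-reporter P. falciparum; decreased luminescence indicates inhibited growth, aimed at apicoplast-acting delayed death.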
AmpC inh no detg – qHTS Inhibitors of AmpC Beta-Lactamase (assay without detergent) | actives 0.52% (n = 330,000) | P00811 | AmpC nitrocefin hydrolysis, absorbance 480 nm, 0.0001% Triton | Potency, µM (doses to about 57.1 µM), without a hit: at the highest dose activity change, negative = inhibition, actives largely listed as inhibitors;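 note: potency is the fitted concentration of half-maximal effect; plate controls were no compound for no effect and no enzyme for full effect; nearly all actives have a fitted effect of over 20% in size; some results filed as inactive show a strong effect at the top dose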
Target sequence (P00811 whole entry, looked up): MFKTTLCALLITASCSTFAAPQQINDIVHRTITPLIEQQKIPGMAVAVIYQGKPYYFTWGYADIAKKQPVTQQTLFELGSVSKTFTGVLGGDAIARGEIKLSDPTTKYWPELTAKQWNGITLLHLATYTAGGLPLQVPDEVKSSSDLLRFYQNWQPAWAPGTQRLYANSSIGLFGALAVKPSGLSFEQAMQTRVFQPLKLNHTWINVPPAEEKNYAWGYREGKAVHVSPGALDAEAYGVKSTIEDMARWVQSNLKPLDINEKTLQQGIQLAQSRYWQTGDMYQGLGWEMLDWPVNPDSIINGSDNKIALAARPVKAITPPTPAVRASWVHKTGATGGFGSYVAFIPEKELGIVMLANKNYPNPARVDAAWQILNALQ
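20 mM phosphate pH 7.0 + 0.01% (detergent screen) or 0.0001% Triton X-100; 5.3 nM AmpC reagent; cpd preinc 15 min RT; nitrocefin (800 uM stock) to start; A480 q20 s × 4 min; Activity was normalised to no-enzyme and no-compound control wells.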
LmPK inh – qHTS Assay for Inhibitors of Leishmania Mexicana Pyruvate Kinase (LmPK). Q27686. purified LmPK, Kinase-Glo ATP luminescence, 1 h. Potency, µM (doses to about 57.5 µM), inactives show top-dose activity change, negative = inhibition, most hits filed as inhibitors. actives 0.37% (n = 290,000). AID 1721, 2009; note: potency is the fitted concentration of half-maximal effect; % is set by controls: 0 for no effect and ±100 for the full control effect
Target sequence (Q27686 whole entry, looked up): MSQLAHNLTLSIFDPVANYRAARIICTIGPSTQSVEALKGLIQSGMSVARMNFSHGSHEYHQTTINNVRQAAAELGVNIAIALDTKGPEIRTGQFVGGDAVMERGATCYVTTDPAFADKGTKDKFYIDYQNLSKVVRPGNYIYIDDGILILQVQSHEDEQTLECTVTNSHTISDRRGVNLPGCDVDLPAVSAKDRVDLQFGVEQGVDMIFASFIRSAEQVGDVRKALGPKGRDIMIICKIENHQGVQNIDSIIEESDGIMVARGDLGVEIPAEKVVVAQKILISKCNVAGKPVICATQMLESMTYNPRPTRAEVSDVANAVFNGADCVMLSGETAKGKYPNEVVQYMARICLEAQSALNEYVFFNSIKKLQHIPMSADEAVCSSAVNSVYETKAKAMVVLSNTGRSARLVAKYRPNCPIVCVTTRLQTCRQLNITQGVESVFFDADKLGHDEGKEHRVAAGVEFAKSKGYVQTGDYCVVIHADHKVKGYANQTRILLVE
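Purified LmPK (0.1 nM) with 0.5 mM PEP and 0.1 mM ADP in imidazole buffer pH 7.2 with MgCl2/KCl, 1 h at room temperature. ATP formed was read by luciferase luminescence and normalized to no-enzyme and uninhibited controls.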
TbPYK inhibitor – qHTS of Trypanosoma Brucei Inhibitors | pyruvate kinase (Trypanosoma brucei), Q57TT1 | TbPYK enzyme, Kinase-Glo Plus ATP luminescence, 45 min | Potency, µM (top dose mostly 76.8 µM), for the others: top-dose activity, negative = inhibition, actives largely listed as inhibitors | actives 0.12% (n = 410,000) | AID 624173, 2012; note: potency is the fitted concentration of half-maximal effect; % is set by controls: 0 for no effect and ±100 for the full control effect; nearly all actives have a fitted effect of over 50% in size
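Luminescence from Kinase-Glo Plus, added after a 45-minute room-temperature reaction, served as the end-point read-out. The enzyme and substrate were preincubated with compound before ADP (130 uM final) initiated turnover. Concentration-effect curves came from normalized qHTS data.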
An asterisk follows results filed as active; ? = inconclusive; . = not tested or not shown; & = joins results of further samples; [ ] = remark or other dose. Unless noted, calls come from the whole dose curve; as a rule, active = well fitted curve in the direction sought with a large enough effect; inconclusive = small, poorly fitted or top-dose-only effect, or another doubt; inactive = no such curve, though single readings can be large; an effect the other way counts as inactive or inconclusive. Rows were taken by chance (roughly 22% active in at least one column).

SMILES | Shiga inhibitor | Pf growth 48h | Cycloheximide cs | Pf growth 96h | AmpC inh no detg | LmPK inh | TbPYK inhibitor
COC(=O)c1ccc(Cn2nc(-c3ccc(C)c(C)c3)ccc2=O)cc1 | 31 | 34%[activator] | 14 | ? | -7% | -1% | 1%&3%
CCOC(=O)Cc1csc(SCC(=O)NC2CCCC(C)C2C)n1 (stereo not drawn) | 4 | 8% | -3 | ? | 7% | -1% | -4%
O=C(Nc1ccc(Oc2cccnc2)cc1)C1CCN(Cc2ccccc2)CC1 | -37 | ? | -1 | ? | 0% | -8% | -17%
Cc1cccc(-n2nc3c(c2NC(=O)c2ccco2)CS(=O)C3)c1C (stereo not drawn) | 2 | 22% | 1 | ? | -5% | 1% | -2%
O=C(N/N=C/c1c(Cl)nc2ccccn2c1=O)c1cccnc1 | 3 | 15% | 8 | -2% | -5% | -2% | 6%
N#CCCN(C(=O)COC(=O)c1ccc(CNS(=O)(=O)c2ccc(F)c(Cl)c2)cc1)c1ccc(F)cc1 | -7 | 0% | 4 | -5% | -1% | 4% | -4%
O=C(Cc1ccc(Cl)cc1)NC1CC1 | -11 | 16% | 11 | 7% | -20% | -2% | -18%
Cc1c(NC(=O)c2nn(CC(C)C)c(=O)c3ccccc23)c(=O)n(-c2ccccc2)n1C | . | -12% | . | ? | -4% | . | 2%
C/C(NCc1ccccc1)=C(\C#N)C(=O)NCc1ccccc1 | 25 | -16% | -2 | . | -18% | 6% | 2%
Cc1n[nH]c(C)c1S(=O)(=O)N1CCOCC1 | 20 | 32%[activator] | -6 | 66%[activator] | -8% | 0% | 7%
COc1ccc2ccc(OCC(=O)Nc3cc(C)on3)cc2c1 | . | 12µM* | . | ? | -2% | . | -6%
CN(C)c1ccc(/C=N/NC(=O)C2COc3ccccc3O2)o1 (stereo not drawn) | 3 | 2% | 0 | -3% | -4% | 7% | 28µM*
Cc1cccc(C(=O)NCC(=O)OCc2cc(=O)n3ccsc3n2)c1 | . | 3% | . | 2% | -10% | . | 1%
Cc1ccc(NC(=S)NC2CC3CCC(C2)N3Cc2ccco2)c(C)c1 (stereo not drawn) | -12 | 7% | 4 | ? | -4% | 1% | 0%
COc1ccc(C)cc1NC(=S)NN1CCN(C)CC1 | -15 | 23% | -5 | -14% | 0%[2.29 µM] | 0% | 6%
S=c1[nH]nc([C@@H]2C[C@H]2c2ccccc2)n1-c1ccccc1Cl | -11 | -8% | -1 | 2% | -19% | 13µM* | 5µM*
CCCCC(NC(=O)c1ccccc1)C(=O)OCC(=O)N1c2ccccc2Sc2ccccc21 (stereo not drawn) | 5 | ? | 4 | ? | -6% | 4% | -20%
COc1ccccc1C(c1nnnn1C(C)(C)C)N1CCCc2ccccc21 (stereo not drawn) | -12 | ? | -7 | ? | -1% | 2% | -3%
O=C(c1cccc(S(=O)(=O)N2CCOCC2)c1)N1CCCc2ccccc21 | -4 | -29% | -3 | 1% | 14% | 4% | 1%
Cc1ccc(CCC(=O)Nc2ccccc2C(=O)O)o1 | 59* | 41%[activator] | 26* | -30% | -23% | -16% | -1%
Nc1ccccc1-c1nnc(SCc2ccccc2F)[nH]c1=O | 24 | -2% | 22 | 16% | -35% | 0% | -2%
O=C(CN(Cc1ccccc1)C(=O)CNS(=O)(=O)c1ccc(F)cc1)NCc1ccco1 | -12 | 15% | -4 | 15% | -15% | 2% | 7%
NC1=NC(c2ccc(Cl)cc2)C(C(=O)c2ccccc2)N1 (stereo not drawn) | 19 | -13% | 3 | 9% | -23% | 2% | -15%
O=C1CCC(=O)N1c1ccccc1-c1ccccc1 | -3 | -1% | -5 | -17% | -5% | -2% | -5%
Nc1cc(-c2ccc(Br)cc2)nn1Cc1ccccc1 | 91* | 15% | 54* | 13% | -12% | 9% | 5%
Cc1ccc(Nc2nc(N)nc(CN3CCN(Cc4ccc5c(c4)OCO5)CC3)n2)cc1 | -1 | 10µM* | -3 | . | 55% | 3% | -2%
COc1ccc(-n2cc(C(=O)Nc3cc([N+](=O)[O-])ccc3OC)c3ccccc3c2=O)cc1 | -6 | -28% | -2 | ? | 16% | 1% | -7%
CC(C)C1N(S(=O)(=O)c2ccccc2)CCN1S(=O)(=O)c1ccccc1 | -8 | ? | -2 | 8% | -9% | 4% | -2%
O=S(=O)(NCc1ccccn1)c1ccccn1 | -6 | -4% | 1 | -17% | -40% | 0% | 1%
Cc1ccccc1N1CC(C(=O)Nc2nnc(SCC(=O)Nc3nccs3)s2)CC1=O (stereo not drawn) | 12 | ? | -2 | ? | 28µM* | 2% | 6%
O=C(NCc1cccc(Br)c1)C1CC(c2ccccc2C(F)(F)F)=NO1 (stereo not drawn) | 22 | 30% | -2 | 48%[activator] | -1% | 2% | 4%
COc1ccc2nc(SCC(=O)Nc3ccc(S(=O)(=O)Nc4onc(C)c4C)cc3)[nH]c2c1 | -10 | 27% | 5 | . | -24% | 3% | -7%
FC(F)(F)Sc1ccc(NC(=S)NCc2ccccc2)cc1 | 18 | 0% | 12 | ? | -48% | 7% | -8%
CCOc1ccc(NC(=O)CN(C)Cc2ccc3c(c2)OCO3)cc1S(=O)(=O)N1CCCC1 | . | ? | . | 3.3µM* | 22% | . | 1%
Cc1cc(=O)[nH]c(N/N=C/c2ccc(Cl)c([N+](=O)[O-])c2)n1 | -6 | 2.3µM* | 1 | ? | -24% | -1% | 1%
FC(F)Oc1ccc(-c2csc(Cc3nnc4n3CCCCC4)n2)cc1 | 16 | ? | 6 | ? | 34% | -5% | -6%
O=C1CC(C(=O)Nc2ccccc2)S/C(=N\NC(=O)c2ccccc2Cl)N1 (stereo not drawn) | -4 | -10% | -6 | ? | -9% | 10% | 0%
CC(C)CN(C(=O)COC(=O)CNC(=O)c1sc2ccccc2c1Cl)C1CCS(=O)(=O)C1 (stereo not drawn) | . | 7% | . | 21% | 157%[activator] | . | -11%
CCC(C)NC(=O)CN1C(=O)NC2(CCOc3ccccc32)C1=O (stereo not drawn) | 18 | 14% | -3 | 17% | -4% | 2% | -1%
COC(=O)C1(CCSC)NC(c2ccc(O)cc2)C2C(=O)N(c3ccc4c(c3)OCCO4)C(=O)C21 (stereo not drawn) | -9 | 33%[activator] | -5 | -5% | -12% | 1% | -10%

Single records (already shown). Order of values: Shiga inhibitor | Pf growth 48h | Cycloheximide cs | Pf growth 96h | AmpC inh no detg | LmPK inh | TbPYK inhibitor
Profile of CCC(C)NC(=O)CN1C(=O)NC2(CCOc3ccccc32)C1=O (stereo not drawn) = 18 | 14% | -3 | 17% | -4% | 2% | -1%
Profile of COc1ccc2nc(SCC(=O)Nc3ccc(S(=O)(=O)Nc4onc(C)c4C)cc3)[nH]c2c1 = -10 | 27% | 5 | . | -24% | 3% | -7%
Profile of CCOc1ccc(NC(=O)CN(C)Cc2ccc3c(c2)OCO3)cc1S(=O)(=O)N1CCCC1 = . | ? | . | 3.3µM* | 22% | . | 1%

(continued)
SMILES | Shiga inhibitor | Pf growth 48h | Cycloheximide cs | Pf growth 96h | AmpC inh no detg | LmPK inh | TbPYK inhibitor
COc1ccccc1C(=O)N1CCN(c2cccc(Cl)c2)CC1 | 13 | 17% | -3 | 13% | 53% | -4% | -21%
O=C(CN1C(=O)COc2ccc(S(=O)(=O)N3CCOCC3)cc21)Nc1cccc(Cl)c1 | -13 | -4% | 0 | 6% | -42% | -1% | 3%
N#Cc1ccc(OCC(=O)NCCc2ccc(S(N)(=O)=O)cc2)cc1 | -14 | 6% | -4 | -12% | -6% | -1% | -1%
Cc1ccc(C(C)(C)NC(=O)C2CCC(=O)N(CC3CCCCC3)C2)cc1 (stereo not drawn) | 1 | -1% | 2 | ? | 124%[activator] | 1% | 3%
COc1ccc(N2CCN(S(=O)(=O)c3c(C)[nH]c(C)c3C(=O)N3CCCCC3)CC2)cc1 | -2 | 7% | -2 | ? | 106%[activator] | 4% | 5%
COc1ccccc1N/N=C1\COC(C)(C)CC1=O | 137* | 24% | 34* | 27% | -6% | 3% | 14%
N#Cc1c(SCC(=O)O)nc(N2CCOCC2)c2c1CCCC2 | -15 | -10% | 1 | -28% | -16% | 0% | -5%
CC(=O)NC(Cc1ccccc1C)C(=O)NC1CCN(C(=O)c2ccc(C)cc2)CC1 (stereo not drawn) | -2 | 15% | -2 | ? | -15% | 3% | -1%
Cc1ccccc1NC(=O)c1cccnc1 | -1 | 27% | -3 | 25% | 17% | -4% | -1%
CC(=O)Nc1c2c(nn1-c1ccc(F)cc1)CSC2 | -7 | 33%[activator] | -3 | 18% | -2% | 3% | -6%
CC1=NN(c2ccccc2)C(=O)/C1=C\c1cn(C)c2ccccc12 | 2 | ? | -4 | ? | -6%[11.4 µM] | 1% | -9%
CCCn1c(SCC(=O)Nc2ccc(Cl)cn2)nnc1C1CC1 | -3 | 10% | 10 | ? | 2% | 4% | 0%
S=P(c1ccc(N2CCOCC2)cc1N1CCOCC1)(N1CCOCC1)N1CCOCC1 | -3 | -7% | 1 | 19% | 27% | 0% | ?
COc1ccc(/C=C/C(=O)N(C)C2CCS(=O)(=O)C2)cc1 (stereo not drawn) | . | 4% | . | 2% | -8% | . | -13%
O=C(c1cc(Cl)cc(Cl)c1)N1CCN(c2cc(C(F)(F)F)nc3ccccc23)CC1 | 15 | 3.7µM* | 1 | 1.3µM* | -4% | -2% | -8%
COCCNC(=O)c1ccc(S(=O)(=O)N2CCCc3ccccc32)cc1 | 74* | 5% | 29* | 3% | 28% | -2% | 0%
Cc1nc(NS(=O)(=O)c2cccc([N+](=O)[O-])c2)sc1C(C)(C)C | -2 | -1% | -4 | -23% | -31% | -3% | -10%
CCOc1cc(CN2CCCC(N3CCN(c4ccc(F)cc4)CC3)C2)ccc1OC (stereo not drawn) | -6 | 1µM* | 6 | -35% | 68%[activator] | 2% | 0%
CC(=O)c1c(C)[nH]c(C(=O)Nc2ccc(C)c(S(=O)(=O)Nc3ccc(C)cc3C)c2)c1C | -5 | 13µM* | -2 | ? | -49% | 5% | 1%
COc1ccc(NC(=O)C2CCN(C(=O)c3cccs3)CC2)cc1OC | -17 | 6% | -3 | . | 1% | 4% | -6%
CC(=O)c1c(C)[nH]c(C(=O)OCC(=O)Nc2ccc(Cl)cc2[N+](=O)[O-])c1C | -8 | 0% | -3 | -15% | -17% | -3% | -9%
COc1cccc(C(=O)/C=C/Nc2ccc(S(=O)(=O)Nc3ccc(C(C)=O)cc3)cc2)c1 | 91* | 10µM* | 51* | 13µM* | -25% | 3% | 4%
CN(C)c1ncnc2c1ncn2C1OC(CO)C(O)C1O (stereo not drawn) | -8 | -18% | -3 | . | 143%[activator] | -1% | 3%
CSc1ccccc1C(=O)NC1CC2CCC1C2 (stereo not drawn) | -7 | -4% | 1 | . | 0% | -6% | 1%
